HTT cytoprotect: qHTS Multiplex Assay to Identify Dual Action Probes in a Cell Model of Huntington: Cytoprotection (ATP). PC12 HTT-Q103 induced, cytoprotection, ATP luminescence, 40 h. Potency, µM (series often up to 56.4 µM), without a hit: cytoprotection (ATP increase), hits mostly activators. actives 0.14% (n = 230,000). AID 1471, 2008;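 further: % of control where 0% means no effect; nearly all actives have a fitted effect of over 45% in size; toxic huntingtin expression switched on by the ecdysone agonist tebufenozide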
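Stable PC12 Q103-GFP cells in serum-supplemented, phenol red-free DMEM; induction by tebufenozide at 100 nM final; compound dose series; cell viability quantified luminescently from ATP.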
aGlu spleen mod: qHTS Assay for Inhibitors and Activators of Human alpha-Glucosidase From Spleen Homogenate | Lysosomal alpha-glucosidase (Homo sapiens), P10253 | human spleen homogenate, 4-MU-alpha-glucoside fluorescence | Potency, µM (highest dose often 79.9 µM), for the others: at the highest dose activity change, negative = inhibition, hits mostly inhibitors | actives 0.006% (n = 240,000);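 further: 0% = enzyme with vehicle and -100% = no enzyme basal signal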
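Compounds were titrated against alpha-glucosidase in spleen homogenate at pH 5.0, with 1 mM 4-methylumbelliferyl substrate for 40 min at 37 C. Reactions were quenched with pH 10 NaOH/glycine and fluorescence measured.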
IMPase Li cell: qHTS Assay for Identifying the Cell-Membrane Permeable IMPase Inhibitors: Potentiation with Lithium | actives 0.35% (n = 210,000) | CHO-M1 cells, IP1 TR-FRET (IP-One), carbachol + lithium | Potency, µM (doses to about 59.4 µM), for inactives: top-dose activity, negative = IMPase inhibition, usual class: inhibitors;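 further: IP1 builds up when IMPase is blocked and the TR-FRET signal falls; plate controls were basal vehicle for no effect and high inhibitor control for full effect; nearly all actives have a fitted effect of over 50% in size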
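Steps: plate 2000 CHO-M1 cells per well and culture 16–30 h; add compound and lithium; incubate 30 min, 37C; add d2-IP1 tracer and Eu cryptate anti-IP1 antibody in lysis buffer; read after 10 min at room temperature.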
GAA inhib: qHTS Assay for Inhibitors of Human alpha-Glucosidase as a Potential Chaperone Treatment of Pompe Disease | actives 0.005% (n = 200,000) | Lysosomal alpha-glucosidase (Homo sapiens), P10253 | purified human GAA, 4-MU-alpha-glucoside fluorescence | Potency, µM (titrated, usually from 76.9 µM), for the others: at the highest dose activity change, negative = inhibition, most hits filed as inhibitors | AID 1466, 2008;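 further: plate controls were uninhibited enzyme wells for no effect and no-enzyme background for full effect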
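Fluorescence at Ex 365/Em 440 nm from 4-methylumbelliferone reported enzyme activity after 20 min at room temperature. Reactions used 4 nM enzyme and 400 uM substrate at pH 5.0; curves fitted with the Hill equation.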
GoLoco inh red: qHTS Assay for Inhibitors of RGS12 GoLoco Motif Activity (Red Fluorophore); Gai1:RGS12 GoLoco peptide FP, rhodamine, 10 min; actives 0.44% (n = 230,000); Potency, µM (top dose mostly 61.6 µM), without a hit: at the highest dose activity, negative = inhibition, usual class: inhibitors; AID 880, 2007; Guanine nucleotide-binding protein G(i) subunit alpha-1 (Homo sapiens), P63096; active means well fitted inhibition curve with a large enough effect, not every such curve was filed as active; inactive means no such curve, though single readings can be large or run the other way; further: on the % scale 0 is the no-effect control and ±100 the full control effect; nearly all actives have a fitted effect of over 30% in size; many of its hits are not listed in these tables
Target sequence (P63096 whole entry, looked up): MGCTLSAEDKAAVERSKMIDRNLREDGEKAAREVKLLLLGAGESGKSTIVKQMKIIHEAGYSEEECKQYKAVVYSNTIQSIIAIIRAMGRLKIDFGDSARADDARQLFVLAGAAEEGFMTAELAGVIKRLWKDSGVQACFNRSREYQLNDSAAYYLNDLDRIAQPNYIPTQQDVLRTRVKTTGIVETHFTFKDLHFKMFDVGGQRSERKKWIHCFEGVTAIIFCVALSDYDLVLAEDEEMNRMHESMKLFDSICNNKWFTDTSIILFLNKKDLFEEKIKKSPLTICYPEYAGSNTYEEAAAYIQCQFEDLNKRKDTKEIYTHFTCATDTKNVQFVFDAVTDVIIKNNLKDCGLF
HTT aggregate: qHTS Multiplex Assay to Identify Dual Action Probes in a Cell Model of Huntington: Aggregate Formation (GFP); actives 1.1% (n = 220,000); AID 1688, 2009; Potency, µM (highest dose often 46.1 µM), for inactives: at the highest dose activity change, negative = inhibition, actives largely listed as inhibitors; PC12 HttQ103-GFP aggregates, Acumen cytometry, 40 h; further: on the % scale 0 is the no-effect control and ±100 the full control effect; nearly all actives have a fitted effect of over 60% in size
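Ecdysone-promoter PC12 model expressing HTT exon 1 Q103 fused to GFP, induced by tebufenozide at 100 nM final. Compounds titrated; aggregates sized 1–25 µm scored on a 488 nm laser cytometer.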
GAA glycogen mod: qHTS Assay for Inhibitors and Activators of Human alpha-Glucosidase Cleavage of Glycogen; Lysosomal alpha-glucosidase (Homo sapiens), P10253; recombinant GAA, glycogen substrate, Amplex Red glucose oxidase fluorescence; Potency, µM (doses to about 76.4 µM), for inactives: at the top dose activity change, negative = inhibition, most hits filed as inhibitors; actives 0.38% (n = 300,000);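 further: 0% = full enzyme reaction and -100% = no-enzyme basal signal; the screen sought inhibitors and activators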
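Recombinant human enzyme (4 nM); glycogen substrate; 37 C, 40 min, pH 5.0. Readout: coupled glucose oxidase/Amplex Red fluorescence.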
* marks the source's active call; other numbers are inactive results; ? = inconclusive; · = not tested or not shown; & = joins results of further samples; [ ] = dose if it differs, or a comment. Unless noted, the call rests on the fitted dose curve; in most records, active means well fitted curve in the direction sought with a large enough effect; inconclusive means small, poorly fitted or top-dose-only effect, or another doubt; inactive means no such curve, though single readings can be large; an effect the other way counts as inactive or inconclusive. Potency means the concentration at half of the fitted maximal effect.

SMILES	HTT cytoprotect	aGlu spleen mod	IMPase Li cell	GAA inhib	GoLoco inh red	HTT aggregate	GAA glycogen mod
COc1cc(CNc2ncn[nH]2)ccc1OCC(=O)NC(C)(C)C	-15%[10 µM]	4%	9%	-7%	-2%	-18%[9.22 µM]	-22%
COc1ccc(CNC(=O)CSc2nnnn2-c2ccc(O)cc2)cc1	-4%	9%	-3%[38.3 µM]	-3%	4%	-7%	2%
Cc1ccc(C(=O)NCc2nnc(SCC(=O)Nc3sc4c(c3C#N)CCCC4)n2C)cc1	4%	-8%	1%[38.3 µM]	-8%	5%	20%	-7%
CCCc1cc(-c2[nH]ncc2-c2ccc3c(c2)OCCCO3)c(O)cc1OC	-16%	4%	32%[38.3 µM]	?	-4%	?	?
CCCCC1(C)Cc2ccccc2C(=S)N1 (centres undefined)	0%	-4%	7%[38.3 µM]	5%	11%	-5%	-4%
CCN(CC)c1ccc(C(=O)NC(=S)N2CCN(Cc3ccc4c(c3)OCO4)CC2)cc1	9%[10 µM]	-1%	14%	3%	7%	-10%	-2%
O=C(CSc1nnc(-c2ccc(NS(=O)(=O)c3ccccc3)cc2)o1)NCC1CCCO1 (centres undefined)	-18%	-6%	-2%[38.3 µM]	-3%	4%	-11%	6%
CC(=O)c1cc2c(C)c(C(=O)c3ccccc3)oc2cc1O	13%[10 µM]	-2%	10%	-7%	-6%	-14%	-8%
CCOC(=O)c1cnn(-c2nc(SC)nc3sc4c(c23)CCC4)c1N	13%[0.074 µM]	-4%	?	-3%	20%	9%	-2%
COC(=O)c1sc(NC(=S)NC(=O)c2ccccc2Cl)nc1C	-26%[10 µM]	7%	-4%	7%	-7%	-14%	-10%
c1ccc(-c2cnn3nnnc3n2)cc1	-8%	2%	0%[38.3 µM]	1%	2%	-3%	-11%
CCCCN1CNC(=S)N(c2ccc(C(=O)OCC)cc2)C1	20%[10 µM]	-8%	-5%	-9%	1%	-2%	-11%
COc1cc(C/C=C/c2ccccc2)c(OC)cc1O	·	-6%	10%	·	-7%	·	·
S=C1N(c2ccccc2)C(c2ccc(Cl)cc2)N2CCCN12 (centres undefined)	5%	-4%	22%[38.3 µM]	0%	-2%	-9%	-15%
CC(=O)Nc1cccc(N/C=C(\C=O)c2nc3ccccc3o2)c1	·	6%	1%	-3%	14%	-4%	1%
O=C(CN1C(=O)CSc2ncccc21)N1CCOCC1	-3%	-4%	18%[38.3 µM]	?	4%	-5%	-1%
O=c1c2ccccc2nc(SCc2cccc(F)c2)n1C1CCCC1	-12%[10 µM]	-3%	3%	-9%	-11%	-6%	11%
O=C(/C=C/c1ccco1)c1ccccc1O	5%[10 µM]	4%	-1%	13%	13%	2%[9.22 µM]	18%
S=c1[nH]nc(-c2ccccc2)n1/N=C/c1cccs1	10%[10 µM]	-2%	10%	1%	5%	-9%	-28%
CCc1cc2c(=O)c(-c3cscn3)coc2cc1O	-7%	-19%	25%[38.3 µM]	-2%	9%	-9%	-1%
CCN=c1sc2ccccc2n1CC(O)COc1ccccc1 (centres undefined)	-1%	-6%	21%[38.3 µM]	-5%	-1%	0%	-5%
COc1cccc(NC(=O)COC(=O)c2ccco2)c1	12%[10 µM]	2%	3%	-3%	5%	-15%	6%
O=C(CNC(=O)c1ccco1)OCc1cccc(Cl)c1	-8%	1%	2%[38.3 µM]	6%	6%	22%	8%
CCOc1ccc(S(=O)(=O)N2CCN(c3ccc(OC)cc3)CC2)c2cccnc12	-35%	-9%	18%[38.3 µM]	-21%	-2%	-6%	-11%
Clc1cccc(Cl)c1C(Nc1nncs1)Nc1nncs1	6%[10 µM]	·	-7%	·	8%[14.2 µM]	·	·
C[C@@H]1C[C@](C)(C(=O)c2ccc3c(c2)OCO3)C=C1c1ccc2c(c1)OCO2	-11%	-12%	-4%	·	1%	·	·
NC(N)=NN=Cc1c(Cl)cccc1Cl	-13%	15%	11%&-1%	·	4%	·	·
O=C1NC(=S)N/C1=C\c1cccnc1	6%[10 µM]	-5%	·	·	5%	-31%[9.22 µM]	-6%
CCOc1cc(/C=N/n2cnnc2)ccc1O	6%[10 µM]	-14%	5%	-7%	-24%	11%	-21%
COc1ccc(CCC2(C)NC(=O)NC2=O)cc1 (centres undefined)	-7%[10 µM]	3%	5%[38.3 µM]	-1%	7%	-2%	0%
Cc1nn2c(NCc3cccnc3)c3c(nc2c1-c1ccccc1)CCC3	-21%[10 µM]	-1%	·	·	0%	-23%[9.22 µM]	-8%
N/C(=N\OC(=O)c1cccs1)c1cccc(Br)c1	-38%[inhibitor]	-7%	9%	?	8%	9%	-13%
Cc1ccccc1CN(c1ccc(C(=O)N/N=C/c2ccc(OCC(N)=O)cc2)cc1)S(C)(=O)=O	-16%	-13%	2%	1%	18%	-7%	-5%
COC(=O)c1ccccc1NC(=O)c1cc(C2CC2)on1	1%[10 µM]	4%	42%[activator][38.3 µM]	-1%	6%	4%	1%
COc1ccc(N(CC(=O)Nc2ccc(OC)cc2OC)S(=O)(=O)c2ccccc2)cc1	-8%[10 µM]	6%	11%	-9%	0%	-2%[9.22 µM]	5%
CCC1C(=O)n2nc(-c3ccccc3)cc2N=C1C (centres undefined)	-21%[10 µM]	-13%	10%	6%	7%	-29%	6%
CCC/C(C)=N/NC(=O)c1ccccc1O	10%[10 µM]	-4%	3%	-8%	8%	-4%	?
Fc1ccc(CNn2cnnc2SCc2ccc(F)cc2)cc1	?	-6%	7%	1%	5%	?	7%
CCOC(=O)C(=NC1CCS(=O)(=O)C1)NNc1cc(Cl)ccc1Cl (centres undefined)	-2%[10 µM]	-10%	·	·	-6%	21%[9.22 µM]	?
CCOC(=O)N1CCN(S(=O)(=O)c2ccc(C)cc2)C1	-8%[10 µM]	0%	·	-7%[15.4 µM]	-4%	-21%[9.22 µM]	-2%

13 consecutive compounds from above, for reference:
SMILES	HTT cytoprotect	aGlu spleen mod	IMPase Li cell	GAA inhib	GoLoco inh red	HTT aggregate	GAA glycogen mod
CCN=c1sc2ccccc2n1CC(O)COc1ccccc1 (centres undefined)	-1%	-6%	21%[38.3 µM]	-5%	-1%	0%	-5%
COc1cccc(NC(=O)COC(=O)c2ccco2)c1	12%[10 µM]	2%	3%	-3%	5%	-15%	6%
O=C(CNC(=O)c1ccco1)OCc1cccc(Cl)c1	-8%	1%	2%[38.3 µM]	6%	6%	22%	8%
CCOc1ccc(S(=O)(=O)N2CCN(c3ccc(OC)cc3)CC2)c2cccnc12	-35%	-9%	18%[38.3 µM]	-21%	-2%	-6%	-11%
Clc1cccc(Cl)c1C(Nc1nncs1)Nc1nncs1	6%[10 µM]	·	-7%	·	8%[14.2 µM]	·	·
C[C@@H]1C[C@](C)(C(=O)c2ccc3c(c2)OCO3)C=C1c1ccc2c(c1)OCO2	-11%	-12%	-4%	·	1%	·	·
NC(N)=NN=Cc1c(Cl)cccc1Cl	-13%	15%	11%&-1%	·	4%	·	·
O=C1NC(=S)N/C1=C\c1cccnc1	6%[10 µM]	-5%	·	·	5%	-31%[9.22 µM]	-6%
CCOc1cc(/C=N/n2cnnc2)ccc1O	6%[10 µM]	-14%	5%	-7%	-24%	11%	-21%
COc1ccc(CCC2(C)NC(=O)NC2=O)cc1 (centres undefined)	-7%[10 µM]	3%	5%[38.3 µM]	-1%	7%	-2%	0%
Cc1nn2c(NCc3cccnc3)c3c(nc2c1-c1ccccc1)CCC3	-21%[10 µM]	-1%	·	·	0%	-23%[9.22 µM]	-8%
N/C(=N\OC(=O)c1cccs1)c1cccc(Br)c1	-38%[inhibitor]	-7%	9%	?	8%	9%	-13%
Cc1ccccc1CN(c1ccc(C(=O)N/N=C/c2ccc(OCC(N)=O)cc2)cc1)S(C)(=O)=O	-16%	-13%	2%	1%	18%	-7%	-5%

Later entries:
SMILES	HTT cytoprotect	aGlu spleen mod	IMPase Li cell	GAA inhib	GoLoco inh red	HTT aggregate	GAA glycogen mod
O=C(N/N=C/CCc1ccccc1)C1CCCCC1	·	-2%	5%	-4%	11%	13%	-4%
Cc1nn(C)c(C)c1C1C(C#N)=C(N)OC2=C1C(=O)CCC2 (centres undefined)	·	5%	-4%	3%	1%	11%	-11%
O=C(OCC(=O)N1CCN(c2ccccc2)CC1)c1cnc(Cl)c(Cl)c1	-28%	-6%	11%	-8%	-4%	-5%	3%
O=C(c1ccccc1)N(NC(=O)C(O)(c1ccccc1)c1ccccc1)c1cccc(F)c1	14%[1.9 µM]	-7%	16%	0%	-2%	9%	14%
CN(C)C(=O)c1ccc(-c2ccc3ncnc(N4CCOCC4)c3c2)cc1	-89%[inhibitor]	2%	27%	·	1%	·	·
O=S(=O)(c1cccc2nsnc12)N1CCc2ccccc2C1	-12%[0.074 µM]	3%	2%[38.3 µM]	4%[15.4 µM]	10%	-9%	-2%
CC(C)N(Cc1ccccc1)S(=O)(=O)c1n[nH]c(C(C)(C)C)n1	4%[10 µM]	·	8%	·	-3%[14.2 µM]	·	·
Cc1ccc(-c2[nH]nc3c2C(c2ccccc2OC(=O)N2CCOCC2)C(C#N)=C(N)O3)cc1 (centres undefined)	-4%	-3%	21%[38.3 µM]	2%	13%	0%	9%
CCOC(=O)c1c(NC(=O)CSC(=S)N(C)C)sc(C)c1C	·	0%	12%	1%	-5%	-18%	2%
COC(=O)c1ccc2c(=O)n(CC3CCCO3)c(SCC(=O)Nc3ccc(OC)cc3OC)nc2c1 (centres undefined)	-6%[10 µM]	4%	·	·	-10%	-5%[9.22 µM]	7%
O=C1C=CC(=O)N1c1ccc(OC(F)F)cc1	·	6%	-1%	-3%	-37%	?	1%
O=C(CSc1nc2ccccc2c(=O)n1CCCC(=O)N1CCCC1)NCc1ccco1	37%	-1%	-8%[38.3 µM]	-1%	7%	-2%	2%

High-throughput results: PubChem BioAssay, National Center for Advancing Translational Sciences (NCATS)

A portion of the library. The share of hits here may be higher or lower than overall.
